High-throughput results from PubChem BioAssay.
CBFb RUNX1 block = inhibitors of human CBF-beta and RUNX1 interaction. Q01196+Q13951. AlphaScreen CBFb-His/RUNX1-biotin binding, biochemical. Potency, µM (series often up to 59.8 µM), inactives show at the highest dose activity, negative = inhibition, hits mostly inhibitors. 230,000 tested, under 10 active; further: % of control where 0% means no effect
Target sequence (Q01196 whole entry, looked up): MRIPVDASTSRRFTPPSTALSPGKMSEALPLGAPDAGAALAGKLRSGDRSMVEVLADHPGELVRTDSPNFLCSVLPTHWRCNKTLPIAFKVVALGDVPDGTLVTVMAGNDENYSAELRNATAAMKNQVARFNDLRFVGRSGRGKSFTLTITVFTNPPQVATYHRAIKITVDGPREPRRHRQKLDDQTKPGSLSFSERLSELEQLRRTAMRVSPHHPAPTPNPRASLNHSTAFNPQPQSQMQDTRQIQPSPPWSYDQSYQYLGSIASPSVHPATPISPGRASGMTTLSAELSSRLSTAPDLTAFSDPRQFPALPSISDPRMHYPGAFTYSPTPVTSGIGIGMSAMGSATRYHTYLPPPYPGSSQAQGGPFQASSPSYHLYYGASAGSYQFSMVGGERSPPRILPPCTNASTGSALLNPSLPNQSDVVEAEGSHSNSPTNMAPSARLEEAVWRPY
Target sequence (Q13951 whole entry, looked up): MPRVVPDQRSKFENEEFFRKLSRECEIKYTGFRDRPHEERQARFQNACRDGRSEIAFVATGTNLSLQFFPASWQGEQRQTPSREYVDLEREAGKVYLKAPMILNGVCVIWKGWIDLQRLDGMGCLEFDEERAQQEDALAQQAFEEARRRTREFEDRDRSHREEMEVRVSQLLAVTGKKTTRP
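CBFb-His/RUNX1-biotin, 30 nM each, preincubated 20 min RT; compound 15 min RT; Ni + streptavidin beads 50 ng each, 90 min RT; AlphaScreen read.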
GAA inhib = alpha-glucosidase (human) inhibition; Potency, µM (titrated, usually from 76.9 µM), for the others: top-dose activity change, negative = inhibition, hits mostly inhibitors; purified human GAA, 4-MU-alpha-glucoside fluorescence; AID 1466; 0.005% of 200,000 active;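 further: potency means the concentration at half of the fitted maximal effect; plate controls were uninhibited enzyme wells for no effect and no-enzyme background for full effect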
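Fluorescence at Ex 365/Em 440 nm from 4-methylumbelliferone reported enzyme activity after 20 min at room temperature. Reactions used 4 nM enzyme and 400 uM substrate at pH 5.0; curves fitted with the Hill equation.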
aGlu spleen mod = inhibitors or activators of human alpha-glucosidase in spleen homogenate; Potency, µM (series often up to 79.9 µM), without a hit: at the top dose activity change, negative = inhibition, actives largely listed as inhibitors; human spleen homogenate, 4-MU-alpha-glucoside fluorescence; AID 2112; 0.006% of 240,000 active; P10253;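 further: potency means the concentration at half of the fitted maximal effect; 0% = enzyme with vehicle and -100% = no enzyme basal signal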
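Compounds were titrated against alpha-glucosidase in spleen homogenate at pH 5.0, with 1 mM 4-methylumbelliferyl substrate for 40 min at 37 C. Reactions were quenched with pH 10 NaOH/glycine and fluorescence measured.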
HTT aggregate = inhibitors of mutant huntingtin aggregate formation in PC12 cells | PC12 HttQ103-GFP aggregates, Acumen cytometry, 40 h | Potency, µM (doses to about 46.1 µM), without a hit: top-dose activity change, negative = inhibition, hits mostly inhibitors | 1.1% of 220,000 active; further: potency means the concentration at half of the fitted maximal effect; on the % scale 0 is the no-effect control and ±100 the full control effect; nearly all actives have a fitted effect of over 60% in size
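Ecdysone-promoter PC12 model expressing HTT exon 1 Q103 fused to GFP, induced by tebufenozide at 100 nM final. Compounds titrated; aggregates sized 1–25 µm scored on a 488 nm laser cytometer.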
HTT ATP protect = protects HTT-Q103 PC12 cells, measured by ATP | PC12 HTT-Q103 induced, cytoprotection, ATP luminescence, 40 h | Potency, µM (top dose mostly 56.4 µM), without a hit: cytoprotection (ATP increase), hits mostly activators | 0.14% of 230,000 active;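 further: potency means the concentration at half of the fitted maximal effect; % of control where 0% means no effect; nearly all actives have a fitted effect of over 45% in size; toxic huntingtin expression switched on by the ecdysone agonist tebufenozide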
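Cells were plated at 1500 per well in phenol red-free DMEM with 5% equine and 5% calf serum. Tebufenozide (100 nM final) and compounds were added, then ATPlite reagent, and luminescence was read.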
LMNA splice mod = LMNA splicing modulation; AID 1487; HeLa LMNA splicing GFP/RFP minigene ratio, 48 h; Potency, µM (series often up to 46.1 µM), for the others: at the top dose ratio change, negative = inhibition, usual class: inhibitors; 0.01% of 200,000 active; active means well fitted inhibition curve with a large enough effect in the signal ratio, with a control signal flat, not every such curve was filed as active; inconclusive means small, poorly fitted or top-dose-only effect, or effect the other way, or a change in a side signal; the % refers to the signal ratio; further: potency means the concentration at half of the fitted maximal effect; on the % scale 0 is the no-effect control and ±100 the full control effect
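S3 HeLa cells stably expressing lamin A-EGFP splicing minigene plus DsRed2, 600 cells/well, 48 h compound exposure at 37C. Laser-scanning cytometry; analysed as GFP (500-530 nm)/RFP (575-640 nm) total intensity ratio; 0.5% DMSO vehicle.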
GAA glycogen mod = GAA glycogen-cleavage inhibition or activation; P10253; recombinant GAA, glycogen substrate, Amplex Red glucose oxidase fluorescence; Potency, µM (titrated, usually from 76.4 µM), without a hit: at the highest dose activity change, negative = inhibition, usual class: inhibitors; 0.38% of 300,000 active;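 further: potency means the concentration at half of the fitted maximal effect; 0% = full enzyme reaction and -100% = no-enzyme basal signal; the screen sought inhibitors and activators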
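Recombinant enzyme (4 nM final) with compounds titrated up to 77 uM and bovine liver glycogen (30 ug) in citrate pH 5.0, 0.01% Tween-20, 37 C 40 min. Released glucose detected by Amplex Red/glucose oxidase (Ex 573/Em 610); AC50 from Hill fits.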
* = called active by the depositor; u = inconclusive; x = not tested or not shown; & = joins results of further samples; [ ] = another dose, or the depositor's remark. Unless noted, the call rests on the fitted dose curve; in most records, active means well fitted curve in the direction sought with a large enough effect; inconclusive means small, poorly fitted or top-dose-only effect, or another doubt; inactive means no such curve, though single readings can be large; an effect the other way counts as inactive or inconclusive.

Second line of a record: CBFb RUNX1 block	GAA inhib	aGlu spleen mod	HTT aggregate	HTT ATP protect	LMNA splice mod	GAA glycogen mod
[1] CCc1ccccc1NC(=O)c1ccc(NCCc2ccccc2)c([N+](=O)[O-])c1
 : 4%	-1%	-17%	23%	-1%[10 µM]	-9%	-1%
[2] COc1ccc(-c2ccc(/C=C3/C(=N)N4C=CSC4=NC3=O)o2)c([N+](=O)[O-])c1
 : -20%	u	-1%	-24%	10%[10 µM]	-18%	5%
[3] CCC(=O)NC(=S)Nc1ccc(NC(=O)c2ccc(C)c([N+](=O)[O-])c2)cc1
 : -1%	0%	-1%	5%	x	9%	6%
[4] CC(C)Sc1cc(N2CCCC2)nc(-c2ccccc2)n1
 : 9%	-6%	1%	-8%	4%	1%	1%
[5] CC(C)CN(C(=O)COC(=O)c1ccc([N+](=O)[O-])o1)C1CCS(=O)(=O)C1 (centres undefined)
 : 0%	2%	3%	-1%	x	13%	-4%
[6] CS(=O)(=O)Nc1ccc(OCc2ccccc2)cc1
 : 1%	-5%	3%	-26%	-15%[10 µM]	-5%	15%
[7] CCCC/C(O)=C1\C(=O)CC(C)(C)CC1=NCCCCCC(=O)O
 : 2%	-4%	-1%	6%	-17%	-9%[46 µM]	7%
[8] COc1cc(C2CC(=O)c3cnc(NC(=O)COc4ccccc4)nc3C2)cc(OC)c1OC (centres undefined)
 : -6%	4%	-9%	1%	-12%	0%	0%
[9] CCN(CC)C(=O)c1ccc(S(=O)(=O)N2CCC(c3nc4ccccc4s3)CC2)cc1
 : -4%	-6%	-14%	u	7%[10 µM]	u	-3%
[10] Nc1nc(-c2ccc(Cl)cc2)nn1C(=O)c1ccco1
 : -4%	3%	-15%	3%	-32%[inhibitor]	-5%[9.22 µM]	7%
[11] Nc1nc(-c2ccco2)nn1C(=O)c1ccccc1Cl
 : -3%	1%	-4%	-25%	-18%	x	0%
[12] NC(=O)c1csc(-c2ccncc2)n1
 : 12%	-1%	5%	-14%	31%[10 µM]	1%	3%
[13] O=C(O)c1cccc(N/N=C/c2ccc(-c3ccccc3)cc2)c1
 : -7%	-15%	11%	1%	-62%[inhibitor]	10%[9.22 µM]	u
[14] CC(C)Nc1nc(C#N)nc(NC(C)C)n1
 : u	-12%	-6%	u	6%	u	11%
[15] CC1(C)S/C(=N/N=C/c2cccs2)NC1=O
 : -4%	0%	-5%	9%	-18%	8%	5%
[16] N#CCCn1cc(C(=O)Nc2ccc([N+](=O)[O-])cc2)c(-c2cccs2)n1
 : 12%	-2%	2%	-4%	x	3%	3%
[17] O=c1c(-c2ccc(Cl)cc2)cnc2n1CCS2
 : 0%	4%	0%	-5%	9%[10 µM]	u	1%
[18] CCCCCc1nnc(NC(=O)Cc2ccc([N+](=O)[O-])cc2)s1
 : -5%	2%	-8%	-19%[9.22 µM]	3%[10 µM]	-4%[46 µM]	-9%
[19] Oc1ccc(C=Nc2ccc3ncccc3c2)c(O)c1
 : -23%	-10%	1%	u	-79%[inhibitor]	u	-6%
[20] Cc1nc(N2CCCCC2)sc1C(=O)c1cccc([N+](=O)[O-])c1
 : -23%	2%	-8%	-25%	-3%[10 µM]	u	-18%
[21] c1ccc(-c2nccnc2-c2ccccc2)cc1
 : 11%	x	-1%	-13%[9.22 µM]	-4%[10 µM]	x	5%
[22] COc1ccc(N2C(=O)C(Cl)=C(NCc3ccccc3)C2=O)cc1
 : -10%	-11%	-5%	4%	-10%	8%	-5%
[23] Nc1cnccc1C(=O)O
 : -3%	2%	x	8%	-36%[inhibitor]	x	-5%
[24] O=C(N/C(=C\c1ccco1)C(=O)N1CCCC1)c1cccs1
 : 3%	3%	0%	-3%	10%[10 µM]	-9%	-2%
[25] CCc1cc2c(CN3CCN(CC)CC3)cc(=O)oc2cc1O
 : 3%	u	u	-12%	14%	-5%	1%
[26] N=C(N)SCCc1ccc(CCSC(=N)N)cc1
 : -13%	x	-1%	x	16%[1.9 µM]	-16%	x
[27] O=C(NCCCN1CCCC1=O)c1ccc(OCc2ccccc2)cc1
 : 6%	4%	0%	-18%	12%	-13%	-9%
[28] CC(C)Nc1nc(Cl)nc(N(C#N)CN2C(=O)c3ccccc3S2(=O)=O)n1
 : -2%	-3%[15.4 µM]	-2%	-12%[9.22 µM]	-13%[10 µM]	x	7%
[29] CC(=O)n1cc([C@H]2C=C(C(=O)N3CCN(Cc4ccc5c(c4)OCO5)CC3)O[C@@H](OCc3ccc(CO)cc3)C2)c2ccccc21
 : -21%	x	4%	17%[9.22 µM]	19%[10 µM]	x	8%
[30] COc1cc2ccccc2cc1C(=O)N1CCN(C)CC1
 : -3%	0%	2%	-3%	-22%[10 µM]	5%	-1%

Complete entries as entered above. Order of screens: CBFb RUNX1 block | GAA inhib | aGlu spleen mod | HTT aggregate | HTT ATP protect | LMNA splice mod | GAA glycogen mod
Listed for CC(C)Sc1cc(N2CCCC2)nc(-c2ccccc2)n1 : 9% | -6% | 1% | -8% | 4% | 1% | 1%
Listed for COc1ccc(N2C(=O)C(Cl)=C(NCc3ccccc3)C2=O)cc1 : -10% | -11% | -5% | 4% | -10% | 8% | -5%

Following part
Second line of a record: CBFb RUNX1 block	GAA inhib	aGlu spleen mod	HTT aggregate	HTT ATP protect	LMNA splice mod	GAA glycogen mod
[31] COc1cc(CCC(=O)OCC(=O)Nc2cccc(S(=O)(=O)N(C)C)c2)cc(OC)c1OC
 : 7%	-6%	-7%	29%	x	7%	-10%
[32] Cc1ccc(NC(=S)N(CCCN2CCOCC2)Cc2ccccn2)cc1Cl
 : -15%	-5%	-7%	u	x	u	-1%
[33] COc1ccc(NC(=O)N2CCC(n3cnc4ccccc43)CC2)cc1
 : 4%	-9%	-2%	-4%[9.22 µM]	11%[10 µM]	12%[46 µM]	-6%
[34] CCc1ccc(CCC(=O)Nc2ccc(OC)cc2)o1
 : 3%	u	5%	0%	8%[10 µM]	1%	3%
[35] O=C(c1ccco1)N1CCN(C(=O)c2cc3sccc3n2Cc2ccccc2)CC1
 : -4%	-7%	-1%	-18%	-27%	u	6%
[36] CC(=O)O[C@@H]1[C@@]2(C)O[C@H]2CC[C@]23O[C@H]2[C@H](OC3=O)C2=C(C)C(=O)O[C@@]21O
 : -8%[2.36 µM]	3%	6%	5%	x	5%	5%
[37] CN(CCC#N)Cc1cc(=O)oc2ccc3ccccc3c12
 : 5%	x	13%	10%[9.22 µM]	13%[10 µM]	x	0%
[38] Cc1cc(C)c2oc(C(=O)N(Cc3cccs3)C3CCS(=O)(=O)C3)cc(=O)c2c1 (centres undefined)
 : 1%	x	1%	-6%[9.22 µM]	-2%[10 µM]	x	1%
[39] COc1ccc(OC)c(C2/C(=C(/O)c3cnn(-c4ccccc4)c3C)C(=O)C(=O)N2CCN(C)C)c1 (centres undefined)
 : 3%	5%	4%	10µM*	-14%	u	3%
[40] COc1cc(OC)c2c(-c3ccccc3)cc(=O)oc2c1C(CC(=O)N1CCCC1)c1ccc2c(c1)OCO2 (centres undefined)
 : u	x	-8%&-19%	42%[9.22 µM]	-2%[10 µM]	x	-1%
[41] Cc1nc(-c2ccccn2)nc(N2CCOCC2)c1Cl
 : u	x	1%	37%[9.22 µM]	6%[10 µM]	x	8%
[42] CSC1=NCCN1C(=O)c1ccc2c(c1)OCO2
 : 6%	1%	-1%	7%	-16%	2%	1%
[43] CC(C)(C)C(=O)OCOC(=O)[C@@H]1N2C(=O)[C@@H](NC(=O)[C@H](N)c3ccccc3)[C@H]2SC1(C)C
 : -7%[21.7 µM]	x	2%[29.1 µM]	1%[20.6 µM]	u	u	x
[44] CCc1ccc(NC(=O)C2C3C=CC(C4CC34)C2C(=O)O)cc1 (centres undefined)
 : 7%	0%	-2%	u	-9%[10 µM]	-2%	7%
[45] COc1ccc(C)cc1S(=O)(=O)Nc1ccc2c(c1)OCO2
 : 1%	2%	-3%	5%	14%	x	-12%
[46] COCCOC(=O)c1c(C)oc2ccc(NS(=O)(=O)c3cccs3)cc12
 : -10%	u	4%	4%[9.22 µM]	22%[10 µM]	14%[46 µM]	-16%
[47] Cc1ccc(S(N)(=O)=O)cc1NC(=O)C1CC2CCC1C2 (centres undefined)
 : 1%	3%	-3%	11%	17%	2%	0%
[48] Cn1c(SCc2nc(-c3ccc(Br)cc3)no2)nnc1-c1ccco1
 : -3%	4%	11%	-6%[9.22 µM]	-15%	u	4%
[49] CCc1ccc2[nH]c(=O)c(CN(Cc3ccc(OC)cc3)Cc3nnnn3CCOC)cc2c1
 : 3%	-5%	0%	u	8%	u	-1%
[50] Cc1ccc(CNC(=O)C2CCN(S(=O)(=O)c3c(C)noc3C)CC2)cc1
 : 4%	-3%	2%	7%	-10%	7%	12%
[51] COc1ccc2nc(Nc3nc(CSc4nnc(C)s4)cc(=O)[nH]3)nc(C)c2c1
 : 0%	-5%	-3%	-4%	x	-2%	4%
[52] CN=c1scc(-c2ccc([N+](=O)[O-])cc2)n1/N=C/c1ccco1
 : u	-24%	3%	11%	-47%[inhibitor]	x	-2%
[53] CC(OC(=O)c1ccc(Cl)c(S(=O)(=O)N2CCc3ccccc32)c1)C(=O)Nc1ncc(Cl)cc1Cl (centres undefined)
 : 6%	-3%	-2%	3%	-2%[1.9 µM]	1%	-8%
[54] CN(C)C(=O)Nc1ccc(Cl)c(Cl)c1
 : x	x	0%	-6%	-6%	u	x
[55] COc1ccc(S(=O)(=O)N(C)CC(=O)N2CCN(c3ccc(F)cc3)CC2)cc1OC
 : 13%	-3%	0%	-17%	-2%	-8%	-11%
[56] Cc1cc(N2CCN(c3ccccc3)CC2)n2nnnc2n1
 : 3%	-3%	-9%	5%	18%	-4%	-5%
[57] COc1ccc(S(=O)(=O)NNC(=O)c2cc3c4ccccc4n(C)c3s2)cc1
 : 4%	5%	0%	-4%	-17%	27%	1%
[58] CN(/C(=N\S(=O)(=O)c1ccccc1)C(F)(F)F)c1ccccc1
 : 7%	10%	0%	8%	-22%	1%	10%
[59] Cc1ccc(C(=O)NC=C(Cl)Cl)cc1
 : u	-4%	2%	-13%	3%	9%	17%
[60] O=C(NNc1nc2c(F)cc(F)cc2s1)C1=COCCO1
 : 5%	1%	13%	14%	x	x	4.4µM*
[61] O=c1c(Cc2ccc(F)cc2)c(O)ccn1CCc1cnc[nH]1
 : 13%	-6%	-3%	14%	x	x	25%
[62] Cc1cccc(NC(=S)N(CCc2ccncc2)C(C)C)c1C
 : 12%	0%	5%	-8%	4%	x	0%
